GSTO1 counter – counter-screen for RBBP9 inhibitors: inhibitors of human GSTO1. recombinant GSTO1, activity-based probe fluorescence polarization. P78417. inhibition, % at 5.96 µM. hit rate 1.1% among 300,000;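 active means inhibition above the campaign mean inhibition plus 3 SD, cut at about 35% in these data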;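 further: 0% = GSTO1-1 with DMSO and 100% = wells lacking GSTO1-1 enzyme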
PAFAH1B3 inh – blocks human PAF acetylhydrolase 1B catalytic subunit 3; Q15102; recombinant PAFAH1B3, FP-rhodamine probe, fluorescence polarization; inhibition, % at 3.39 µM; hit rate 0.28% among 340,000;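 active means inhibition above the screen-wide average of all tested compounds plus 3 SD, cut at about 25% in these data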;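 further: 0% = enzyme with DMSO only and 100% = wells lacking PAFAH1B3 protein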
Target sequence (Q15102 whole entry, looked up): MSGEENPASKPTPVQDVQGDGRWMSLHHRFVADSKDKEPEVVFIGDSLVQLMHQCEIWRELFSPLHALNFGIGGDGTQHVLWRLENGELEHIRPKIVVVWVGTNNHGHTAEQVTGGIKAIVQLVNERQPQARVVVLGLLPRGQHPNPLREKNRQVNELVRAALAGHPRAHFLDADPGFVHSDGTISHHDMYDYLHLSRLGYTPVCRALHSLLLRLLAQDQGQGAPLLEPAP
PME-1 inh – blocks human protein phosphatase methylesterase 1; Q9Y570; recombinant PME-1, FP-Rh probe fluorescence polarization; inhibition, % at 5.9 µM; hit rate 0.53% among 320,000;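 active means inhibition above the campaign mean of all compounds plus 3 SD, cut at about 26% in these data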;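 further: competitive labeling of PME-1 active site by serine hydrolase directed probe; 0% = PME-1 with DMSO and 100% = wells lacking PME-1 enzyme; inhibitors block probe labeling so polarization falls and inhibition rises; many of its hits are not listed in these tables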
Target sequence (Q9Y570 whole entry, looked up): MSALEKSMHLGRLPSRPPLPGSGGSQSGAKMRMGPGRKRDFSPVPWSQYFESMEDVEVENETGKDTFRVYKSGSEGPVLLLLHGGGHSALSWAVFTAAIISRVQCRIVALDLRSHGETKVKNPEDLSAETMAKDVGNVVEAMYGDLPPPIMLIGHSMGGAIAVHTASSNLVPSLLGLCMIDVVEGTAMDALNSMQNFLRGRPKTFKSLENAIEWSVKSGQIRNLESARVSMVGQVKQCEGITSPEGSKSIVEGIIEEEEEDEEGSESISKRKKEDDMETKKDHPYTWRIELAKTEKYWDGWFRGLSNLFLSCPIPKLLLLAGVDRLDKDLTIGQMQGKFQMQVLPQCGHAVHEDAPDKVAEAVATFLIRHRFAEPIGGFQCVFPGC
PAFAH2 FP inh – PAFAH2 (human) inhibition; hit rate 0.99% among 340,000; recombinant PAFAH2, FP-rhodamine activity probe, fluorescence polarization; inhibition, % at 3.39 µM;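 active means inhibition above the mean over all tested compounds plus 3 SD, cut at about 30% in these data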;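 further: inhibitors block probe labeling of enzyme so polarization drops; 0% = enzyme with DMSO and 100% = wells lacking PAFAH2 protein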
PAD4 FP inh – blocks human protein arginine deiminase 4; Q9UM07; recombinant PAD4, RCA probe fluorescence polarization; inhibition, % at 6.36 µM; hit rate 0.41% among 330,000; AID 485272;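 active means percent inhibition above a cutoff equal to the mean of all tested compounds plus 3 SD, cut at about 15% in these data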;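 further: 0% = PAD4 with RCA probe and DMSO and 100% = probe without PAD4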
pPAFAH inh – inhibitors of human plasma PAF acetylhydrolase (pPAFAH) | Q13093 | recombinant pPAFAH, FP-rhodamine probe fluorescence polarization | inhibition, % at 3.39 µM | hit rate 1.5% among 330,000;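 active means inhibition above the mean inhibition across the screen plus 3 SD, cut at about 25% in these data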;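 further: inhibitors block binding of the rhodamine activity-based probe so polarization drops; 0% = enzyme with DMSO and 100% = wells lacking pPAFAH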
LYPLA1 inh – blocks human lysophospholipase 1, a PME1 counter-screen; inhibition, % at 5.9 µM; recombinant LYPLA1, FP-Rh probe fluorescence polarization; AID 2174; hit rate 0.16% among 320,000; O75608;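 active means inhibition above the mean of all tested compounds plus 3 SD, set per campaign, cut at about 14% in these data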;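 further: inhibitors block serine hydrolase probe labeling of LYPLA1 so polarization falls; 0% = enzyme with DMSO and 100% = wells lacking LYPLA1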
Target sequence (O75608 whole entry, looked up): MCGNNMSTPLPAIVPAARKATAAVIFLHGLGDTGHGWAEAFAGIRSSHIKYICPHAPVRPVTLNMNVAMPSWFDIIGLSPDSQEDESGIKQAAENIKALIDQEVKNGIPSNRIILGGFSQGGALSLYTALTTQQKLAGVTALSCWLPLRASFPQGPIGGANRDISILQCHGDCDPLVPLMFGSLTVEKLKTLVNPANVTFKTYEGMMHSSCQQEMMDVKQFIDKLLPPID
Fam108B inh – blocks mouse Fam108B hydrolase in RBBP9 counter-screen; hit rate 0.33% among 300,000; inhibition, % at 9.51 µM; recombinant Fam108B, FP-Rh probe fluorescence polarization;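 active means inhibition above the screen mean inhibition plus 3 SD, computed separately per campaign, cut at about 18% in these data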;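 further: inhibitors lower polarization as less probe binds the enzyme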
PAFAH1B2 FP inh – inhibitors of human PAFAH1B2. recombinant PAFAH1B2, FP-rhodamine activity probe, fluorescence polarization. inhibition, % at 3.39 µM. hit rate 1.2% among 340,000. AID 492953;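 active means inhibition above the mean of all tested compounds plus 3 SD, cut at about 24% in these data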;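 further: 0% = enzyme with DMSO and 100% = wells lacking PAFAH1B2; many of its hits are not listed in these tables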
Target sequence (P68402 whole entry, looked up): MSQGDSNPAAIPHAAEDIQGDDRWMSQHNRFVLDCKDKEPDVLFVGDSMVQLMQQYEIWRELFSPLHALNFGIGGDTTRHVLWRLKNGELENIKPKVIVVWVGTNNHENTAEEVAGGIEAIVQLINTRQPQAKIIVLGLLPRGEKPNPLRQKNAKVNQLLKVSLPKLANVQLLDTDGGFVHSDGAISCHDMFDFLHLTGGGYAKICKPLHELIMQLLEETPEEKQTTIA
* marks the source's active call; other numbers are inactive results.

`CC(C)CNC(=O)CSc1nnc(-c2ccc(Cl)cc2)n1N` gave GSTO1 counter 9, PAFAH1B3 inh 5, PME-1 inh 0, PAFAH2 FP inh 1, PAD4 FP inh -1, pPAFAH inh -1, LYPLA1 inh 2, Fam108B inh -1 and PAFAH1B2 FP inh 4.
CCCNC(=O)NCCC12CC3CC(CC(C3)C1)C2 was read as GSTO1 counter 0, PAFAH1B3 inh -4, PME-1 inh -5, PAFAH2 FP inh 7, PAD4 FP inh -12, pPAFAH inh 0, LYPLA1 inh -3, Fam108B inh 2 and PAFAH1B2 FP inh 23.
Screening Cc1cc(OCCCn2ccnc2)ccc1C(C)C returned GSTO1 counter -3, PAFAH1B3 inh 4, PME-1 inh -2, PAFAH2 FP inh -3, PAD4 FP inh -3, pPAFAH inh -5, LYPLA1 inh 4, Fam108B inh 5 and PAFAH1B2 FP inh -2.
For O=C(CCc1nc2ccccc2[nH]1)Nc1ccc2c(c1)OCCO2 the results were GSTO1 counter -4, PAFAH1B3 inh 12, PME-1 inh 0, PAFAH2 FP inh -5, PAD4 FP inh -2, pPAFAH inh -1, LYPLA1 inh 0, Fam108B inh -1 and PAFAH1B2 FP inh 0.
`COc1cc(OC)c(C2CC(=O)N3CN(c4ccccc4)CSC3=C2C#N)cc1OC` (centres undefined) gave GSTO1 counter 3, PAFAH1B3 inh 6, PME-1 inh 6, PAFAH2 FP inh 15, PAD4 FP inh -3, pPAFAH inh 12, LYPLA1 inh -1, Fam108B inh 2 and PAFAH1B2 FP inh 1.
`CCNC(=S)NS(=O)(=O)c1ccc(F)cc1` gave GSTO1 counter 9, PAFAH1B3 inh 4, PME-1 inh -9, PAFAH2 FP inh 4, PAD4 FP inh -1, pPAFAH inh -2, LYPLA1 inh 1, Fam108B inh 2 and PAFAH1B2 FP inh 2.
For CN(C(=O)c1ccccc1C(=O)OCC(=O)Nc1ccc(S(N)(=O)=O)cc1)c1ccccc1 the results were GSTO1 counter -2, PAFAH1B3 inh 8, PME-1 inh 4, PAFAH2 FP inh -5, PAD4 FP inh 3, pPAFAH inh 4, LYPLA1 inh -1, Fam108B inh 4 and PAFAH1B2 FP inh 3.
O=C1CCC(=O)N1c1cccc(OS(=O)(=O)c2ccccc2)c1 was read as GSTO1 counter 2, PAFAH1B3 inh -1, PME-1 inh -9, PAFAH2 FP inh -1, PAD4 FP inh -1, pPAFAH inh 3, LYPLA1 inh 1, Fam108B inh 7 and PAFAH1B2 FP inh -1.
Screening CCOC(=O)c1nnc(-c2cccs2)nc1NC(C)C returned GSTO1 counter 4, PAFAH1B3 inh 6, PME-1 inh 2, PAFAH2 FP inh -3, PAD4 FP inh 0, pPAFAH inh 4, LYPLA1 inh -2, Fam108B inh 3 and PAFAH1B2 FP inh 1.
CCCN(Cc1nnc(-c2ccccc2Cl)o1)C(=O)c1cc([N+](=O)[O-])cc([N+](=O)[O-])c1 was read as GSTO1 counter 14, PAFAH1B3 inh 0, PME-1 inh 9, PAFAH2 FP inh -4, PAD4 FP inh -6, pPAFAH inh 0, LYPLA1 inh 1, Fam108B inh 2 and PAFAH1B2 FP inh -1.
For CC(C)c1ccc(CNc2ncccn2)cc1 the results were GSTO1 counter 3, PAFAH1B3 inh 6, PME-1 inh -3, PAFAH2 FP inh 4, PAD4 FP inh -6, pPAFAH inh -2, LYPLA1 inh 0, Fam108B inh 7 and PAFAH1B2 FP inh 8.
`CC(NC(=S)Nc1ccc([N+](=O)[O-])cc1)c1ccncc1` (centres undefined) gave GSTO1 counter -2, PAFAH1B3 inh -1, PME-1 inh -4, PAFAH2 FP inh -1, PAD4 FP inh -6, pPAFAH inh 0, LYPLA1 inh -3, Fam108B inh 1 and PAFAH1B2 FP inh -2.
Screening O=C(CCN1CCCCCC1)Nc1cccc(Cl)c1 returned GSTO1 counter -4, PAFAH1B3 inh -4, PME-1 inh -1, PAFAH2 FP inh 4, PAD4 FP inh 1, pPAFAH inh 5, LYPLA1 inh 1, Fam108B inh -1 and PAFAH1B2 FP inh 3.
Screening Clc1c(-c2nnc3n2CCC3)sc2ccccc12 returned GSTO1 counter 5, PAFAH1B3 inh 4, PME-1 inh 5, PAFAH2 FP inh 2, PAD4 FP inh 2, pPAFAH inh 1, LYPLA1 inh 0, Fam108B inh 0 and PAFAH1B2 FP inh 3.
Screening O=C(O)COc1ccccc1/C=C1\C(=O)Nc2ccc(Br)cc21 returned GSTO1 counter 22, PAFAH1B3 inh 4, PME-1 inh -2, PAFAH2 FP inh -4, PAD4 FP inh -1, pPAFAH inh 5, LYPLA1 inh -3, Fam108B inh 1 and PAFAH1B2 FP inh 12.
COc1ccc(-n2c(=O)c3ccccc3n(CC(=O)c3ccccc3)c2=O)cc1OC was read as GSTO1 counter -1, PAFAH1B3 inh -1, PME-1 inh 0, PAFAH2 FP inh 2, PAD4 FP inh -2, pPAFAH inh 0, LYPLA1 inh -3, Fam108B inh 4 and PAFAH1B2 FP inh 2.
`COc1ccc(C(=O)Nn2c(SCC(=O)NCc3ccco3)nc3ccccc3c2=O)cc1` gave GSTO1 counter 1, PAFAH1B3 inh -4, PME-1 inh -8, PAFAH2 FP inh -3, PAD4 FP inh 0, pPAFAH inh 2, LYPLA1 inh 3, Fam108B inh 3 and PAFAH1B2 FP inh 5.
`Cc1ccc(CN2CCN(Cc3ccncc3)CC2CCO)o1` (centres undefined) gave GSTO1 counter 3, PAFAH1B3 inh -1, PME-1 inh -2, PAFAH2 FP inh -4, PAD4 FP inh 4, pPAFAH inh -5, LYPLA1 inh -3, Fam108B inh -3 and PAFAH1B2 FP inh 1.
For CCCn1nnnc1NCc1ccccc1F the results were GSTO1 counter 6, PAFAH1B3 inh 6, PME-1 inh -2, PAFAH2 FP inh 4, PAD4 FP inh -5, pPAFAH inh 8, LYPLA1 inh 1, Fam108B inh 3 and PAFAH1B2 FP inh 6.
`O=[N+]([O-])c1cc(S(=O)(=O)NCCc2ccccn2)ccc1Cl` gave PAFAH1B3 inh -4, PME-1 inh 2, PAFAH2 FP inh 5, PAD4 FP inh 2, pPAFAH inh 0, LYPLA1 inh -2 and PAFAH1B2 FP inh 7.
`Cc1cc(OCC(=O)NCc2ccccn2)c2c(C)c(C)c(=O)oc2c1` gave GSTO1 counter -4, PAFAH1B3 inh 5, PME-1 inh -5, PAFAH2 FP inh 1, PAD4 FP inh 5, pPAFAH inh 1, LYPLA1 inh -1, Fam108B inh 1 and PAFAH1B2 FP inh -3.
Screening O=C(COC(=O)c1ccco1)Nc1ccccc1[N+](=O)[O-] returned GSTO1 counter 12, PAFAH1B3 inh 2, PME-1 inh 0, PAFAH2 FP inh 41*, PAD4 FP inh -2, pPAFAH inh 0, LYPLA1 inh -1, Fam108B inh 2 and PAFAH1B2 FP inh 3.
`Cc1nc(NC(=O)CSc2cc(C)c3ccccc3n2)c(Cl)cc1Cl` gave GSTO1 counter -2, PAFAH1B3 inh 3, PME-1 inh 0, PAFAH2 FP inh -9, PAD4 FP inh 0, pPAFAH inh 8, LYPLA1 inh -6, Fam108B inh 0 and PAFAH1B2 FP inh 2.
For S=C(NCc1ccccc1)N1CCN(C2CCCCC2)CC1 the results were GSTO1 counter -3, PAFAH1B3 inh 6, PME-1 inh -2, PAFAH2 FP inh -7, PAD4 FP inh 1, pPAFAH inh 1, LYPLA1 inh -3, Fam108B inh 4 and PAFAH1B2 FP inh -10.
CCCCC/C=C/C1=CC(=O)C[C@H](c2ccc(Cl)cc2)C1 was read as PAFAH1B3 inh -2, PME-1 inh -3, PAFAH2 FP inh 0, PAD4 FP inh -2, pPAFAH inh 5, LYPLA1 inh -3 and PAFAH1B2 FP inh 8.
Screening COc1ccc(NC(=O)COc2ccc(C)cc2)c([N+](=O)[O-])c1 returned GSTO1 counter -1, PME-1 inh -8, PAD4 FP inh -7, pPAFAH inh 10, LYPLA1 inh 7 and Fam108B inh -1.
`Cc1ccccc1NC(=O)c1c(C)[nH]c(=S)c(C#N)c1-c1ccco1` gave GSTO1 counter 8, PAFAH1B3 inh 5, PME-1 inh 7, PAFAH2 FP inh 1, PAD4 FP inh -18, pPAFAH inh 19, LYPLA1 inh -3, Fam108B inh -3 and PAFAH1B2 FP inh 5.
Screening CCn1cc(C(=O)O)c(=O)c2cc(F)c(N3CCN(C(=S)NC(=O)c4ccc(F)c(F)c4)CC3)cc21 returned GSTO1 counter 0, PAFAH1B3 inh 8, PME-1 inh 3, PAFAH2 FP inh 3, PAD4 FP inh 0, pPAFAH inh 2, LYPLA1 inh -1, Fam108B inh -1 and PAFAH1B2 FP inh -11.
Screening O=C1NC(=O)/C(=C\c2ccccc2OCc2ccc([N+](=O)[O-])cc2)N1 returned GSTO1 counter 4, PAFAH1B3 inh -3, PME-1 inh 0, PAFAH2 FP inh -3, PAD4 FP inh -4, pPAFAH inh 7, LYPLA1 inh -2, Fam108B inh 0 and PAFAH1B2 FP inh 5.
`Cc1ccc(NC(=O)N2CCCC(c3ccccc3)C2)cc1` (centres undefined) gave GSTO1 counter 2, PAFAH1B3 inh 5, PME-1 inh 0, PAFAH2 FP inh -3, PAD4 FP inh -2, pPAFAH inh 5, LYPLA1 inh 2, Fam108B inh 0 and PAFAH1B2 FP inh 7.
Screening Cc1cc(C)n2ncnc2n1 returned GSTO1 counter 5, PAFAH1B3 inh 0, PME-1 inh 0, PAFAH2 FP inh 0, PAD4 FP inh 2, pPAFAH inh 5, LYPLA1 inh 5, Fam108B inh 0 and PAFAH1B2 FP inh 0.
CC1CCCC(NC(=O)C2CCCN2S(=O)(=O)c2cccc3nsnc23)C1C (centres undefined) was read as GSTO1 counter 0, PAFAH1B3 inh 4, PME-1 inh 6, PAFAH2 FP inh 0, PAD4 FP inh 1, pPAFAH inh 4, LYPLA1 inh 3, Fam108B inh 1 and PAFAH1B2 FP inh 5.
For Cc1cc(C)n(C(=O)CNC(=O)COc2ccccc2)n1 the results were GSTO1 counter -5, PAFAH1B3 inh 6, PME-1 inh 2, PAFAH2 FP inh -5, PAD4 FP inh -2, pPAFAH inh -3, LYPLA1 inh -4, Fam108B inh -2 and PAFAH1B2 FP inh -1.
For O=C(CSc1nnc(NC(=O)c2ccco2)s1)Nc1ccccc1 the results were GSTO1 counter -9, PAFAH1B3 inh 12, PME-1 inh -1, PAFAH2 FP inh -1, PAD4 FP inh -5, pPAFAH inh -1, LYPLA1 inh 0, Fam108B inh -7 and PAFAH1B2 FP inh 12.
`O=C(Cn1nc(C(=O)O)c2ccccc2c1=O)NC12CC3CC(CC(C3)C1)C2` gave GSTO1 counter -1, PAFAH1B3 inh -4, PME-1 inh 5, PAFAH2 FP inh -1, PAD4 FP inh -6, pPAFAH inh -7, LYPLA1 inh -1, Fam108B inh -2 and PAFAH1B2 FP inh 5.
Screening C=CCC(O)(CC=C)CNC(=O)C1CCC(=O)N(CCCc2ccccc2)C1 (centres undefined) returned GSTO1 counter 2, PAFAH1B3 inh 9, PME-1 inh 7, PAFAH2 FP inh 10, PAD4 FP inh 4, pPAFAH inh 1, LYPLA1 inh 2, Fam108B inh -2 and PAFAH1B2 FP inh 6.

2 compounds picked at random from those above, as already listed:
CCCCC/C=C/C1=CC(=O)C[C@H](c2ccc(Cl)cc2)C1 was read as PAFAH1B3 inh -2, PME-1 inh -3, PAFAH2 FP inh 0, PAD4 FP inh -2, pPAFAH inh 5, LYPLA1 inh -3 and PAFAH1B2 FP inh 8.
For O=C(CSc1nnc(NC(=O)c2ccco2)s1)Nc1ccccc1 the results were GSTO1 counter -9, PAFAH1B3 inh 12, PME-1 inh -1, PAFAH2 FP inh -1, PAD4 FP inh -5, pPAFAH inh -1, LYPLA1 inh 0, Fam108B inh -7 and PAFAH1B2 FP inh 12.

Some of the compounds tested. The share of hits here may be higher or lower than overall.
